Assay outcomes as filed in PubChem BioAssay.
SENP1 FRET inh: human SENP1 catalytic domain inhibitors, primary screen, biochemical, FRET, uHTS. Sentrin-specific protease 1 (Homo sapiens), Q9P0U3. 360,000 tested, 0.21% active. inhibition, % at 10 µM. recombinant SENP1 catalytic domain, CyPet-SUMO1-YPet FRET cleavage. AID 624204, 2012;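 active = inhibition at least 30% at 10 µM, raw YFP signal under a set limit, fluorescence ratio 0.5 to 1.5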;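 note: 0% = enzyme with DMSO and 100% = no enzyme wells; some results filed as inactive read as strong as hits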
Target sequence (Q9P0U3 419-644 limits assumed): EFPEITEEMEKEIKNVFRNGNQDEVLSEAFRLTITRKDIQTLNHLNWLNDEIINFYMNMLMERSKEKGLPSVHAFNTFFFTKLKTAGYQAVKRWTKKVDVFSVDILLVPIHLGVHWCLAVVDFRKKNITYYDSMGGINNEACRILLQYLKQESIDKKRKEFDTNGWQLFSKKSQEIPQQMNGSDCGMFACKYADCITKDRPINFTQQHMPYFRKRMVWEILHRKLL
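Controls: no-enzyme wells low, DMSO-plus-enzyme wells high control. Test system: human recombinant His6-tagged SENP1 catalytic domain enzyme. Reagent: SFCypet-SUMO1-SFYpet FRET protein substrate, 25 nM final. Doses: one dose per compound, 10 µM, 0.5% DMSO. Detection: FRET, CFP and YFP emission. Timing: 50 min reaction at room temperature.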
Numbers without * were called inactive.

How did CC1=C(C(=O)N2CCOCC2)CC(CC(=O)NCCN2CCOCC2)C(=O)N1Cc1ccccc1 (stereo not given) do in these assays?
SENP1 FRET inh: 2

Results for Cn1ccc2c(-c3ccc(C(C)(C)C)cc3)cc3c(c21)C1CCC3C1 (stereo not given) ?
SENP1 FRET inh: -1

How did N#Cc1ccsc1NC(=O)CSc1nnc(NC2CC2)s1 do in these assays?
SENP1 FRET inh: -2

How did COc1ccc(NC(=O)c2cc(C3CCCCN3S(=O)(=O)c3cn(C)cn3)on2)c(C)c1 (stereo not given) do in these assays?
SENP1 FRET inh: 0

What do the screens show for `C[C@@H]1CN([C@H](C)CO)C(=O)CCCn2cc(nn2)CO[C@H]1CN(C)C(=O)Nc1cccc(Oc2ccccn2)c1`?
SENP1 FRET inh: 1

How did CC(S(=O)(=O)c1ccccc1)S(=O)(=O)c1ccccc1 do in these assays?
SENP1 FRET inh: 1

Results for CCOC(=O)C1(C)CCN1C(=O)c1ccccc1Br (stereo not given) ?
SENP1 FRET inh: 3

How did O=C(NCc1ccco1)c1ccc(CS(=O)c2ccccc2Cl)o1 (stereo not given) do in these assays?
SENP1 FRET inh: -2

Results for CC(C)NC(=O)C1(C)CSCC(=O)N1CC(F)(F)F (stereo not given) ?
SENP1 FRET inh: 1

How did O=C(NCc1ccccc1)c1cc(C2CCCN(C(=O)CCCc3ccccc3)C2)on1 (stereo not given) do in these assays?
SENP1 FRET inh: 2

What do the screens show for `CCc1ccc2[nH]c(C(=O)Nc3ccc(C)c(F)c3)cc2c1`?
SENP1 FRET inh: -9

What do the screens show for `Cc1ccc(Cc2c(-c3cccc(Br)c3)nc3cc(C)c(Br)c(C)n23)cc1`?
SENP1 FRET inh: -5

Results for CCOC(=O)[C@]12CCCC=C1N(CCC1=CCCCC1)C(=O)[C@H](CC(=O)NCc1ccccc1)C2 ?
SENP1 FRET inh: -2

How did CC1(Cc2ccccc2OC(F)(F)F)C(=O)Nc2cc(-c3ccccc3Cl)ccc21 (stereo not given) do in these assays?
SENP1 FRET inh: 0

How did NC(=S)n1[nH]c(-c2ccc([N+](=O)[O-])cc2)c(N=Nc2ccc(Cl)cc2)c1=O do in these assays?
SENP1 FRET inh: 3

The list goes on; it opens with the three that closed the last part.
Results for CCOC(=O)[C@]12CCCC=C1N(CCC1=CCCCC1)C(=O)[C@H](CC(=O)NCc1ccccc1)C2 ?
SENP1 FRET inh: -2

How did CC1(Cc2ccccc2OC(F)(F)F)C(=O)Nc2cc(-c3ccccc3Cl)ccc21 (stereo not given) do in these assays?
SENP1 FRET inh: 0

How did NC(=S)n1[nH]c(-c2ccc([N+](=O)[O-])cc2)c(N=Nc2ccc(Cl)cc2)c1=O do in these assays?
SENP1 FRET inh: 3

What do the screens show for `Cc1cc(C)c2nc3nc(C)cc(C)c3c(N)c2c1`?
SENP1 FRET inh: -28

How did Cc1cccc(C)c1N1C(=O)c2ccccc2NC(=O)C1C(=O)NCc1ccco1 (stereo not given) do in these assays?
SENP1 FRET inh: 0

How did O=C1NC[C@@H](CCCCN2CCN(CCc3ccccc3)C(=O)C2=O)N(Cc2ccccc2)C1=O do in these assays?
SENP1 FRET inh: 1

Results for CCOC(=O)N1CCN(S(=O)(=O)N2CCCC(C(=O)NCc3cc(Br)ccc3OC)C2)CC1 (stereo not given) ?
SENP1 FRET inh: 1

Results for CC(=O)Nc1ccc2c(=O)n(-c3ccccc3)sc2c1 ?
SENP1 FRET inh: 0

Results for OC(c1ccccc1)c1nc(-c2cccc3cccnc23)cs1 (stereo not given) ?
SENP1 FRET inh: -1

Results for CCc1nc2c(OCCOc3ccc(F)cc3)cccn2c1N(C)C(=O)c1cccs1 ?
SENP1 FRET inh: -1

Results for COC(=O)[C@@]12C[C@@H](CC(=O)NCCCN3CCCC3=O)C(=O)N(Cc3ccco3)C1=CCC(C)(C)C2 ?
SENP1 FRET inh: 0

What do the screens show for `Cc1ccnc(NCc2cc(Cl)ccc2O)c1`?
SENP1 FRET inh: 2

What do the screens show for `CCOC(=O)C1CCCN(C(=O)Cn2ncc3c(=O)oc4ccc(C)cc4c32)C1` (stereo not given)?
SENP1 FRET inh: 0

Results for COc1ccc(S(=O)(=O)N2CCOCC2)cc1C(=O)NCc1c(C)nn(Cc2ccccc2)c1C ?
SENP1 FRET inh: -2

Results for CCOC1=C2[C@H](c3cccs3)N(S(=O)(=O)c3ccc(C)cc3)C[C@H]2n2c(=O)n(-c3ccccc3)c(=O)n2C1 ?
SENP1 FRET inh: -16

What do the screens show for `Nc1ccn([C@@H]2O[C@H](CNCc3cc(Br)ccc3OCc3ccccc3)[C@@H](O)[C@H]2O)c(=O)n1`?
SENP1 FRET inh: 1

Results for O=C(NCc1ccncc1)[C@@H]1CCCN1C(=O)[C@@H]1CCCN1C(=O)c1cccs1 ?
SENP1 FRET inh: 0

How did COC(=O)c1ccccc1S(=O)(=O)N1CCC(C(=O)OC(C)C(=O)N(C)Cc2ccccc2)CC1 (stereo not given) do in these assays?
SENP1 FRET inh: -1

Reprinted from the part before: 4 compounds, then new ones.
Results for CCOC1=C2[C@H](c3cccs3)N(S(=O)(=O)c3ccc(C)cc3)C[C@H]2n2c(=O)n(-c3ccccc3)c(=O)n2C1 ?
SENP1 FRET inh: -16

What do the screens show for `Nc1ccn([C@@H]2O[C@H](CNCc3cc(Br)ccc3OCc3ccccc3)[C@@H](O)[C@H]2O)c(=O)n1`?
SENP1 FRET inh: 1

Results for O=C(NCc1ccncc1)[C@@H]1CCCN1C(=O)[C@@H]1CCCN1C(=O)c1cccs1 ?
SENP1 FRET inh: 0

How did COC(=O)c1ccccc1S(=O)(=O)N1CCC(C(=O)OC(C)C(=O)N(C)Cc2ccccc2)CC1 (stereo not given) do in these assays?
SENP1 FRET inh: -1

How did CCCNC(=O)C1(C)CCCN(C(=O)COc2ccc(C(C)(C)C)cc2)C1 (stereo not given) do in these assays?
SENP1 FRET inh: 0

How did CC(C)C[C@@H]1COc2cc(N(C)CCO)ccc2S(=O)(=O)N1 do in these assays?
SENP1 FRET inh: 3

What do the screens show for `COc1ccccc1Cc1c(-c2ccc(OC)c(OC)c2)nc2c3ccccc3ccn12`?
SENP1 FRET inh: -35

What do the screens show for `Cc1c(NS(=O)(=O)c2cccc(C(=O)NC(C)c3ccccc3)c2)c(=O)n(-c2ccccc2)n1C` (stereo not given)?
SENP1 FRET inh: 0

What do the screens show for `Cc1ccnc(NCc2cc(Cl)cc(Cl)c2O)c1`?
SENP1 FRET inh: 2

Results for CCCNC1=C(N(C(C)=O)c2cccc(F)c2)C(=O)c2ccccc2C1=O ?
SENP1 FRET inh: -3

Results for CCOC(=O)C1(C)CCCCN1C(=O)c1cccc(Cl)c1 (stereo not given) ?
SENP1 FRET inh: 1

Results for Nc1nc(SCc2ccc(Cl)cc2Cl)c2ncn(C3OC(CO)C(O)C3O)c2n1 (stereo not given) ?
SENP1 FRET inh: 1

What do the screens show for `O=C(Cn1ncc(Cl)c(Cl)c1=O)N1CCN(Cc2ccccc2)CC1`?
SENP1 FRET inh: -1

Results for Cc1ccccc1N(CC(=O)N1CCN(Cc2ccccc2)CC1)S(C)(=O)=O ?
SENP1 FRET inh: 1

What do the screens show for `CN(Cc1ccccc1F)C(=O)c1cccc(NC(=O)CC2SC(N3CCCCC3)=NC2=O)c1` (stereo not given)?
SENP1 FRET inh: -5

What do the screens show for `O=C1C=C(c2ccc(CO)cc2)C[C@@H](c2ccc(F)cc2)C1`?
SENP1 FRET inh: 0

How did O=C(C=NNc1ccccc1)c1ccccc1 do in these assays?
SENP1 FRET inh: 3

How did O=C(Nc1ccccc1)C(Cc1ccccc1)c1ccccc1 (stereo not given) do in these assays?
SENP1 FRET inh: -1

What do the screens show for `Cc1cccc(NC(=O)COC(=O)CN2C(=O)c3ccccc3C2=O)c1C`?
SENP1 FRET inh: 2

How did COc1ccc(CCNC(=O)c2cc(S(=O)(=O)N3CCc4ccccc43)ccc2F)cc1OC do in these assays?
SENP1 FRET inh: -1

How did CCN(CC)C(=O)c1ccc(Cc2cn(C)c3ccccc23)nc1 do in these assays?
SENP1 FRET inh: 2

What do the screens show for `CCOc1ccc(NC(=O)/C(C#N)=C\c2ccc(N3CCCC3)c(C)c2)cc1`?
SENP1 FRET inh: -33

What do the screens show for `COc1ccc(CCNC(=O)Nc2ccc3nc([C@@H]4O[C@H](CO)[C@@H](O)[C@H](O)[C@H]4O)[nH]c3c2)cc1Br`?
SENP1 FRET inh: -1

Results for O=C(NCc1ccc(F)cc1)c1cc(C2CCCCN2C(=O)c2ccc3c(c2)CCO3)on1 (stereo not given) ?
SENP1 FRET inh: 2

What do the screens show for `CC(C)NC(=O)N1Cc2cc(C(=O)NC3CCCC3)nc(-c3cccc(-c4cccnc4)c3)c2[C@@H]1CCO`?
SENP1 FRET inh: 3

Results for Cc1ccc(CSc2ncnc3c2cnn3-c2ccc(C)cc2)cc1 ?
SENP1 FRET inh: -14

How did Cc1ccc2nc(C(C)(C)C)c(Cc3ccsc3)n2c1 do in these assays?
SENP1 FRET inh: -19

What do the screens show for `O=c1[nH]cnc(O)c1Nc1cccc(Cl)c1`?
SENP1 FRET inh: 1

Results for ON=C(CCc1ccccc1)CCc1ccccc1 ?
SENP1 FRET inh: 1

Results for CCCCN(CCCC)Cc1cc(=O)oc2ccccc12 ?
SENP1 FRET inh: -6

How did OC[C@@H]1CN(CCN2CCOCC2)C[C@H](n2cnc3c(N4CCOCC4)ncnc32)O1 do in these assays?
SENP1 FRET inh: 1

What do the screens show for `COc1ccc(-c2[nH][nH]c(=O)c2NC(=O)c2ccccn2)cc1`?
SENP1 FRET inh: 3

Results for CCc1ccc(CN2CCC(Oc3cc(C(=O)NC4CC4)ccc3OC)CC2)cc1 ?
SENP1 FRET inh: 0

Results for CN(C)c1ccc(-c2ccnc3c2CC(C)(C(=O)NCc2ccccc2)O3)cc1 (stereo not given) ?
SENP1 FRET inh: 0

Results for CCOC(=O)[C@H]1[C@H]2COc3ccc(Cl)cc3[C@@H]2N2C(=O)[C@H](C)NC(=O)[C@@]12C ?
SENP1 FRET inh: -2

What do the screens show for `Cc1ccc(O)c(C(=O)C=Cc2ccccc2)c1`?
SENP1 FRET inh: 4

Results for CCOC(=O)C1=CCCN(S(=O)(=O)c2ccc(C)cc2)C1 ?
SENP1 FRET inh: 0

What do the screens show for `COc1ccc([C@H]2C[C@H](n3cc(C4CC4)nn3)[C@@H](O)CN2CC2CCCCC2)cc1`?
SENP1 FRET inh: -8

How did Cc1cn([C@H]2C[C@H](O)[C@@H](/C=C/C(=O)NCc3ccco3)O2)c(=O)[nH]c1=O do in these assays?
SENP1 FRET inh: 0

How did CCOC(=O)c1sc(N2C(=O)C(O)=C(C(=O)c3ccco3)C2c2cccc([N+](=O)[O-])c2)nc1C (stereo not given) do in these assays?
SENP1 FRET inh: -28

How did COc1ccc(NC(=O)C(c2ccncc2)n2c(=O)c(-c3ccco3)nc3ccccc32)cc1 (stereo not given) do in these assays?
SENP1 FRET inh: -30

Results for C[C@H]([C@@H](O)[C@@H](O)[C@@H](C)C(C)(C)C)[C@H]1CC[C@H]2C3CC[C@H]4C[C@H](OS(=O)(=O)O)[C@@H](OS(=O)(=O)O)C[C@]4(C)[C@H]3CC[C@]12C (stereo not given in full) ?
SENP1 FRET inh: -4

How did C[C@H]1CN([C@@H](C)CO)C(=O)CCCn2cc(nn2)CO[C@@H]1CN(C)C(=O)Oc1ccccc1 do in these assays?
SENP1 FRET inh: 0

What do the screens show for `O=C(Nc1ccc(N2CCOCC2)cc1)c1csc([C@@H]2O[C@H](CO)[C@H](O)[C@H](O)[C@H]2O)n1`?
SENP1 FRET inh: 2

What do the screens show for `C[C@H](CO)N1C[C@H](C)[C@@H](CN(C)Cc2ccc(O)cc2)OCc2cnnn2CCCC1=O`?
SENP1 FRET inh: 0

What do the screens show for `Oc1cccc(-c2sc3ccccc3c2-c2ccc(OCCN3CCCCC3)cc2)c1`?
SENP1 FRET inh: 0

Results for Cc1ccc2oc3c(c(=O)c2c1)C(c1cccs1)N(CCCN(C)C)C3=O (stereo not given) ?
SENP1 FRET inh: 2

Results for CCCCn1nnnc1C(c1cc2ccccc2o1)N1CCN(C(=O)OC(C)(C)C)CC1 (stereo not given) ?
SENP1 FRET inh: 0

How did COc1ccc(-c2cc(C(=O)NCc3ccc(C(F)(F)F)cc3)[nH]n2)c(C)c1 do in these assays?
SENP1 FRET inh: -1

Grouped by structure: the entries above with a CF3 group
Results for CC(C)NC(=O)C1(C)CSCC(=O)N1CC(F)(F)F (stereo not given) ?
SENP1 FRET inh: 1

How did CC1(Cc2ccccc2OC(F)(F)F)C(=O)Nc2cc(-c3ccccc3Cl)ccc21 (stereo not given) do in these assays?
SENP1 FRET inh: 0

How did COc1ccc(-c2cc(C(=O)NCc3ccc(C(F)(F)F)cc3)[nH]n2)c(C)c1 do in these assays?
SENP1 FRET inh: -1

Later entries:
Results for Cc1cc2nc(-c3ccccc3)c(Cc3cccc(F)c3)n2c(C)c1Br ?
SENP1 FRET inh: 6

How did CC1(C(=O)NS(=O)(=O)c2ccc(C#N)cc2)CCN1C(=O)C1CCCCC1 (stereo not given) do in these assays?
SENP1 FRET inh: 2

How did CC(=O)N1CCCC(c2cc(C(=O)Nc3ccccc3)no2)C1 (stereo not given) do in these assays?
SENP1 FRET inh: -2

How did CC(=O)c1c(C)[nH]c(C(=O)OCC(=O)c2ccc(Br)cc2)c1C do in these assays?
SENP1 FRET inh: -2

Results for COc1cc(OC)cc(-c2c(Sc3ccccc3)c3cc(-c4ccc(OC)c(F)c4)ccc3n2C)c1 ?
SENP1 FRET inh: 0

How did CCCCNC(=O)C1(C)CCCCN1C(=O)c1sccc1C (stereo not given) do in these assays?
SENP1 FRET inh: 0

How did COc1ccccc1N1CCN(C(=O)c2ccc3ncsc3c2)CC1 do in these assays?
SENP1 FRET inh: 1

What do the screens show for `Cc1c(O)ccc(C(=O)CN2CCN(Cc3ccc4c(c3)OCO4)CC2)c1O`?
SENP1 FRET inh: -3

An excerpt, so the mix of outcomes need not match the whole.
